Compound activity deposited in PubChem by Broad Institute.
CD40 NFkB inh – inhibitors of CD40-induced NF-kB signaling, primary screen, BL2 cells, luciferase reporter, single point; CD40L-induced, 4 h; inhibition, % at 10 µM; actives 0.94% (n = 83,000); AID 1053188, 2014;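 active = mean inhibition of at least 50% with a set share of replicates also reaching that level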;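 also: 0% = neutral control wells and 100% = IKK inhibitor VII at 50 µM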
Starred values were filed as active, the others as inactive; & = joins results of further samples; [ ] = another dose, or the depositor's remark.

No.	CD40 NFkB inh	canonical_smiles
1	-2	N#CCCN1CCN(S(=O)(=O)c2ccc(S(=O)(=O)NC3CC3)cc2)CC1
2	1	CS(=O)(=O)N(CC(=O)NC1CC1)C1CCCCC1
3	-11[25 µM]	C[C@H](NC(=O)N(C)C[C@H]1OCc2ccccc2-c2ccccc2C(=O)N([C@H](C)CO)C[C@H]1C)c1ccccc1
4	9	O=C(O)Cc1ccccc1C(=O)O
5	1	CCC(Sc1ncccc1C(=O)O)C(=O)N1CCOCC1 (stereo unspecified)
6	13	CCOC(=O)c1c2n(c3c(NCc4ccccc4)ncnc13)CCCC2
7	4	O=C(c1ccc(Cn2cc([N+](=O)[O-])cn2)o1)N1CCCCCC1
8	2	CN(C)c1ncnc2c1ncn2CCn1cnc2c(N(C)C)ncnc21
9	4[25 µM]	CCC(=O)N1[C@H](C#N)[C@H](c2ccccc2-c2ccccc2)[C@@H]1CO
10	37[25 µM]	C[C@H](CO)N1C[C@H](C)[C@H](CN(C)C(=O)Nc2cccc(C(F)(F)F)c2)OCc2ccccc2-c2c(n(C)c3ccccc23)C1=O
11	2	C[C@H](CO)N1C[C@H](C)[C@H](CN(C)S(=O)(=O)c2ccc(C(F)(F)F)cc2)OCc2ccccc2-c2c(n(C)c3ccccc23)C1=O
12	8	O=C(NC1CCCC1)c1c(O)nc2sccn2c1=O
13	-6	CCOC(=O)C1CCCN(C(=O)c2cc(S(=O)(=O)N(C)C)ccc2N2CCCC2)C1 (stereo unspecified)
14	-40	O=C(NCc1ccccn1)c1ccc2nc(C3CCCCC3)oc2c1
15	3	CCOC(=O)C(CC)n1nc(C)n2c(cc3sccc32)c1=O (stereo unspecified)
16	4	CC(=O)c1ccc(OCc2ccc(C(=O)c3ccccc3)cc2)cc1
17	10	CCOC(=O)C(NCCCO)c1ccccc1 (stereo unspecified)
18	-1[25 µM]	C[C@@H]1CN([C@H](C)CO)C(=O)c2cc(NC(=O)Cn3cnnn3)ccc2O[C@H]1CN(C)Cc1ccc(C(=O)Nc2ccccc2N)cc1
19	3	CCOc1ccccc1N1CCN(CC(=O)N(C2CCCC2)C2CCS(=O)(=O)C2)CC1 (stereo unspecified)
20	2	COc1ccc(-c2csc(NC(=O)CN3C(=O)NC4(CCCC4)C3=O)n2)c(OC)c1
21	-34	COc1ccc(OC(=O)OCc2ccccc2)cc1
22	-13	COc1cc(SC)ccc1C(=O)OCC(=O)NCCC1=CCCCC1
23	-12[25 µM]	C[C@@H]1CCCCO[C@@H](CN(C)C(=O)Cc2ccccc2)[C@@H](C)CN([C@H](C)CO)C(=O)c2cc(NS(C)(=O)=O)ccc2O1
24	2	COc1ccccc1CNC(=O)C1CCC(=O)N1C(C)C (stereo unspecified)
25	-98	O=[N+]([O-])c1cccc(C=NN=Cc2ccccc2O)c1
26	9	CC(=O)NC(CCS(C)(=O)=O)C(=O)Nc1cccc(C)c1 (stereo unspecified)
27	-6	COc1cc(C2=Nc3c(c(C)nn3-c3ccccc3)P(=O)(N3CCOCC3)O2)cc(OC)c1OC (stereo unspecified)
28	-6	N#C[C@@H]1N[C@@H](CO)[C@@H]1c1ccc(C#CC2CCCC2)cc1
29	2	c1coc(C2=Nc3cccc4cccc(c34)N2)c1
30	-6	C[C@H](CO)N1C[C@H](C)[C@@H](CN(C)Cc2ccc(O)cc2)OCc2ccccc2-c2c(n(C)c3ccccc23)C1=O
31	14	CCOc1cc(N2CCOCC2)c(OCC)cc1NC(=O)c1cccc(S(=O)(=O)N2CCOCC2)c1
32	23	CN1CCN(CCc2cn3ncc(C#N)c3nc2-c2ccc(F)cc2)CC1
33	-2	COCCOC(=O)c1c(NC(=O)CN2CCc3ccccc32)sc(C(N)=O)c1C
34	-40	CC(=O)c1ccc(S(=O)(=O)Nc2cccc(-c3ccc(N4CCOCC4)nn3)c2)cc1
35	49[25 µM]	CS(=O)(=O)N1[C@H](CO)[C@@H](c2ccc(C#Cc3cccc(F)c3)cc2)[C@@H]1C#N
36	4	COc1cccc2c1OC[C@@H](CO)[C@H]2N(C)C(=O)Nc1ccccc1
37	3	CSc1ncccc1C(=O)NC1CCCCCC1
38	7	COc1ccc(CC(=O)Nc2ccc3c(c2)OCO3)cc1S(=O)(=O)N1CCOCC1
39	11	C[C@@H](C(=O)NCc1ccco1)N1C(=O)N2CCc3c([nH]c4ccccc34)[C@@]2(C)C1=O
40	6	CCOC(=O)c1c(C)c(C(=O)N2CCc3ccccc3C2)c(C)n1CC
41	8	O=C(c1cccnc1)N1CCN(C/C=C/c2ccccc2)CC1
42	3	CCCCn1c(N)c(N(CC)C(=O)c2cc(Br)ccc2Cl)c(=O)[nH]c1=O
43	-7	CS(=O)(=O)c1ccc(Cl)c(NC(=O)CSc2n[nH]c(N)n2)c1
44	6	O=C(COc1ccc(S(=O)(=O)N2CCOCC2)cc1)NC1CCCC1
45	6	O=C(NCCc1ccccn1)C1CCCN1S(=O)(=O)c1ccc(Cl)cc1 (stereo unspecified)
46	4	O=C(NCCCN1CCOCC1)c1ccc(N2CCCC2)c([N+](=O)[O-])c1
47	5	O=C(Nc1nc2ccccc2n1Cc1ccccc1)c1ccco1
48	2	O=C(O)c1c2cc(Br)ccc2nc2[nH]c(=O)[nH]c(=O)c12
49	-7	OCCC1CN(Cc2cccc(-n3cccn3)c2)CCN1Cc1ccccc1 (stereo unspecified)
50	-2[25 µM]	COC(=O)C[C@H]1CC[C@H]2[C@@H](COC[C@@H](O)CN2S(=O)(=O)c2cn(C)cn2)O1
51	-6	COc1cccc(C(=O)Nc2cc(C(F)(F)F)ccc2Cl)c1
52	-24	Cc1nc2cc(NC(=O)N(C)c3ccc4ccccc4c3)ccc2o1
53	10	CN(C)CCCCOc1ccc(F)cc1
54	-3[25 µM]	CO[C@H]1CN(C)C(=O)c2cc(NC(=O)Nc3c(C)noc3C)ccc2OC[C@@H](C)NC[C@@H]1C
55	16	CC(OC(=O)c1ccc(NC(=O)CC#N)cc1)C(=O)Nc1nc(-c2ccccc2)cs1 (stereo unspecified)
56	16[25 µM]	C[C@@H]1CN([C@@H](C)CO)C(=O)c2ccccc2-c2ccccc2CO[C@H]1CN(C)C(=O)c1cc(Cl)cc(Cl)c1
57	-58	O=C(Nc1nnc(C2CC2)s1)c1cccs1
58	14	CC(=O)NCCc1ccc(-c2csc(NC(=O)C3CC(=O)N(C4CCCC4)C3)n2)cc1 (stereo unspecified)
59	-2	COc1ccc(N2CCN(C(=O)CCCCn3c(=O)[nH]c4ccsc4c3=O)CC2)cc1
60	-18	Cc1ccnc(NC(=O)c2ccc(S(=O)(=O)N3CCCC3)cc2)c1

(more compounds)
No.	CD40 NFkB inh	canonical_smiles
61	19	CC(C)Cn1c(N)c(C(=O)CSc2nc3ncc(Cl)cc3[nH]2)c(=O)n(C)c1=O
62	-8	Cc1cnc(N)c2c(=O)oc3ccccc3c12
63	-63	O=C(NCCCc1ccccc1)c1cnc2n(c1=O)CCS2
64	-6[25 µM]	COc1ccc2c3c(n(C)c2c1)[C@H](CO)N(Cc1cccc(Cl)c1)CC31CCN(C(=O)C2CC2)CC1
65	-51	COc1ccc(-c2ccc(C(=O)C3CC3)cc2)cc1
66	2	Cc1cc(N2CCN(C)CC2)nc(N2CCOCC2)n1
67	-11	Cc1ccc(S(=O)(=O)Nc2cccc(C(=O)NCC3CCCO3)c2)cc1F (stereo unspecified)
68	12	CN(C)CCCNC(=O)CCC1CCCCC1
69	-4	COc1ccc(S(=O)(=O)N(C)C[C@@H]2Oc3ccc(NC(=O)CCC(F)(F)F)cc3C(=O)N([C@H](C)CO)C[C@H]2C)cc1
70	5	O=S(=O)(Nc1ccc(Cc2ccncc2)cc1)c1ccc(Cl)c(Cl)c1
71	-4[25 µM]	C[C@@H]1CN([C@H](C)CO)C(=O)CCCn2nncc2CO[C@H]1CN(C)C(=O)Nc1ccnc(N2CCOCC2)c1
72	1	CNC[C@H]1Oc2ccc(NC(C)=O)cc2CC(=O)N(C)C[C@H]1C
73	-28[25 µM]	CN1c2ccc(-c3cccc(F)c3)cc2[C@H]2[C@H](CCN2C(=O)c2ccncc2)[C@@H]1CO
74	9[25 µM]	C/C=C/c1ccc([C@H]2[C@@H](CO)N(CC3CCCC3)C23CN(S(=O)(=O)CC)C3)cc1
75	0	CCOC(=O)COc1ccsc1C(=O)OC
76	9	COC(=O)c1cc2c(cc1N)OCCO2
77	-4[25 µM]	CCCN1C[C@@H](C)[C@H](OC)CN(C)C(=O)c2cc(NC(=O)Nc3cccc(F)c3)ccc2OC[C@@H]1C
78	33&-53	COc1ccccc1CN1C[C@@H]2N[C@H](C1)C2c1ccc(/C=C/c2ccccc2)cc1 (stereo partly specified)
79	3	Cn1c(C(=O)O)cc2cc(Oc3ccccc3)ccc21
80	17	Nc1ncnc(N2CCc3ccccc32)c1[N+](=O)[O-]
81	8[25 µM]	CO[C@@H]1CN(C)C(=O)c2cc(NC(C)=O)ccc2OC[C@H](C)N(Cc2ccncc2)C[C@@H]1C
82	4	COc1ccccc1N1CCN(C(=O)c2cc3c(s2)CCCCC3)CC1
83	-4[25 µM]	O=C(c1cnccn1)N1CC(=O)N2[C@@H](CO)[C@H](c3ccc(C#CC4CC4)cc3)[C@@H]2C1
84	16	CC(C)n1cnc2cc(NCc3ccccn3)ccc21

Given bar-delimited: part of the list above.
cpd | molecule | CD40 NFkB inh
83 | O=C(c1cnccn1)N1CC(=O)N2[C@@H](CO)[C@H](c3ccc(C#CC4CC4)cc3)[C@@H]2C1 | -4[25 µM]
75 | CCOC(=O)COc1ccsc1C(=O)OC | 0

More compounds
No.	CD40 NFkB inh	canonical_smiles
85	-3	CC1CCN(S(=O)(=O)c2ccc(C(=O)N3CCCC3C(=O)O)cc2)CC1 (stereo unspecified)
86	-9	O=C(COc1ccccc1)c1ccccc1
87	-43	O=C(NCc1csc(-c2cccs2)n1)C1CC1
88	-12[25 µM]	Cc1noc(C)c1NC(=O)Nc1ccc2c(c1)CC(=O)N([C@@H](C)CO)C[C@H](C)[C@@H](CN(C)S(=O)(=O)c1cccs1)O2
89	-5[25 µM]	O=C(Nc1ccc(C(F)(F)F)cc1)N[C@H]1C=C[C@H](CC(=O)N2CCCCC2)O[C@@H]1CO
90	-33	Cc1[nH]c2ccccc2c1/C=C(\C#N)C(=O)NCC1CCCO1 (stereo unspecified)
91	7	COc1cccc(NC(=O)CN(C)C(=O)c2cc(-c3ccccc3)nc3ccc(C)cc23)c1
92	43	Cc1ccnc(NC(=O)c2cccc(S(=O)(=O)N3CCN(c4ccccc4)CC3)c2)c1
93	-8	C[C@H]1CCCCO[C@@H](CN(C)C(=O)Nc2ccc3c(c2)OCO3)[C@@H](C)CN([C@@H](C)CO)C(=O)c2cc(NS(=O)(=O)c3cccs3)ccc2O1
94	7	CN(CC(=O)Nc1ccccc1Cl)C(=O)CSc1nnc(N)s1
95	1	CC(OC(=O)c1ccccc1NCCO)C(=O)Nc1ccnn1C(C)C (stereo unspecified)
96	15	CCSC1=NCN(CCCC(=O)O)CN1
97	-7	O=C(NCC(c1ccco1)N1CCN(c2ccccc2F)CC1)c1cccs1 (stereo unspecified)
98	-17	O=C(NNC(=O)c1cccs1)c1ccccc1
99	5	c1cc(-c2n[nH]c(-c3ccncc3)n2)ccn1
100	0[25 µM]	COc1ccc(S(=O)(=O)Nc2ccc3c(c2)CC(=O)N([C@H](C)CO)C[C@H](C)[C@@H](CN(C)C(=O)Nc2c(C)noc2C)O3)cc1
101	9	COc1cc(NC(=O)c2cc(=O)[nH]c3ccc(S(=O)(=O)N4CCOCC4)cc23)cc(OC)c1
102	0[25 µM]	Cc1noc(C)c1S(=O)(=O)N(C)C[C@H]1OCc2cnnn2CCCC(=O)N([C@H](C)CO)C[C@H]1C
103	1	CCN(C1CCS(=O)(=O)C1)S(=O)(=O)c1cc(C)ccc1C (stereo unspecified)
104	3	O=S(=O)(c1ccc2ccccc2c1)N1CCN(Cc2ccccn2)CC1
105	-63	Cc1nn2c3c(cnc2c1-c1ccccc1)C(=O)CCC3
106	13	N=C(N)c1ccc(Cl)cc1
107	-2	Cc1cc(-c2ccccc2)n[nH]1
108	-7[25 µM]	CCC(=O)N1[C@@H](CO)[C@@H](c2ccccc2)C12CN(C(=O)CN1CCOCC1)C2
109	-2	O=C(Cn1nnc(-c2ccccc2)n1)OCc1csc(-c2ccccc2)n1
110	-12[25 µM]	C[C@@H]1CN([C@H](C)CO)C(=O)c2ccccc2-c2ccccc2CO[C@H]1CN(C)C(=O)Nc1ccnc(N2CCOCC2)c1

Molecules shown so far that have an aryl methoxy group (17):
No.	CD40 NFkB inh	canonical_smiles
20	2	COc1ccc(-c2csc(NC(=O)CN3C(=O)NC4(CCCC4)C3=O)n2)c(OC)c1
21	-34	COc1ccc(OC(=O)OCc2ccccc2)cc1
22	-13	COc1cc(SC)ccc1C(=O)OCC(=O)NCCC1=CCCCC1
24	2	COc1ccccc1CNC(=O)C1CCC(=O)N1C(C)C (stereo unspecified)
27	-6	COc1cc(C2=Nc3c(c(C)nn3-c3ccccc3)P(=O)(N3CCOCC3)O2)cc(OC)c1OC (stereo unspecified)
36	4	COc1cccc2c1OC[C@@H](CO)[C@H]2N(C)C(=O)Nc1ccccc1
38	7	COc1ccc(CC(=O)Nc2ccc3c(c2)OCO3)cc1S(=O)(=O)N1CCOCC1
51	-6	COc1cccc(C(=O)Nc2cc(C(F)(F)F)ccc2Cl)c1
59	-2	COc1ccc(N2CCN(C(=O)CCCCn3c(=O)[nH]c4ccsc4c3=O)CC2)cc1
64	-6[25 µM]	COc1ccc2c3c(n(C)c2c1)[C@H](CO)N(Cc1cccc(Cl)c1)CC31CCN(C(=O)C2CC2)CC1
65	-51	COc1ccc(-c2ccc(C(=O)C3CC3)cc2)cc1
69	-4	COc1ccc(S(=O)(=O)N(C)C[C@@H]2Oc3ccc(NC(=O)CCC(F)(F)F)cc3C(=O)N([C@H](C)CO)C[C@H]2C)cc1
78	33&-53	COc1ccccc1CN1C[C@@H]2N[C@H](C1)C2c1ccc(/C=C/c2ccccc2)cc1 (stereo partly specified)
82	4	COc1ccccc1N1CCN(C(=O)c2cc3c(s2)CCCCC3)CC1
91	7	COc1cccc(NC(=O)CN(C)C(=O)c2cc(-c3ccccc3)nc3ccc(C)cc23)c1
100	0[25 µM]	COc1ccc(S(=O)(=O)Nc2ccc3c(c2)CC(=O)N([C@H](C)CO)C[C@H](C)[C@@H](CN(C)C(=O)Nc2c(C)noc2C)O3)cc1
101	9	COc1cc(NC(=O)c2cc(=O)[nH]c3ccc(S(=O)(=O)N4CCOCC4)cc23)cc(OC)c1

Not all compounds are listed; count on the stated rates, not on these rows.
